From PubChem
hIAP activ: human IAP activators, primary screen, biochemical, luminescence, uHTS. purified human IAP, CDP-Star luminescence, 30 min; hits give high values; 1 = vehicle-only enzyme, 0 = enzyme-free background. activation factor at 10 µM. hit rate 0.16% among 330,000;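 active = activation factor of the enzyme at least 2-fold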; note: the source names both 10 and 20 µM as test concentration; values of inactives mirror those of a sister screen read the other way
Target sequence (P09923 whole entry, looked up): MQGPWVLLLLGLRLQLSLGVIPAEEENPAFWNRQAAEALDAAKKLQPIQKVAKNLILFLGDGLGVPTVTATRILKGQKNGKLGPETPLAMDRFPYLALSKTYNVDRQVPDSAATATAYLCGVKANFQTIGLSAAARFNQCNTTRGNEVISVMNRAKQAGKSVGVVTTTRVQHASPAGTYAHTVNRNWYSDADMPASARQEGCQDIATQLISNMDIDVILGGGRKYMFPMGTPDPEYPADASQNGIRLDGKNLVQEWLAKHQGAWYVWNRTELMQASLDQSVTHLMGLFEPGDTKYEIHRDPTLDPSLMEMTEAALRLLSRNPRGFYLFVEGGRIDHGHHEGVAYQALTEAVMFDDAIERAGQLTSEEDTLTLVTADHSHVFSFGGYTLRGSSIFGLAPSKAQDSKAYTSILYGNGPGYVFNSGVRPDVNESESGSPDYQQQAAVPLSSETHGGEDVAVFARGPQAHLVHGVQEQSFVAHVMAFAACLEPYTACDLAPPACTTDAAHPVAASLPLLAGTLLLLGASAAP
MIN6 prolif: inducers of MIN6 beta-cell proliferation, primary screen, ATP luminescence, uHTS; hit rate 0.29% among 330,000; proliferation, % at 10 µM; MIN6 cells proliferation, ATPlite luminescence, 48 h; cells starved in 0.2% serum; 100% = growth in 10% serum;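 active = compounds whose signal lies at least 3.5 SD above the mean of all wells on their plate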;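 note: 0% = DMSO-treated cells in low-serum medium and 100% = 10% serum control; some compounds called inactive have numbers as strong as hits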
mIAP activ: activators of mouse IAP, primary screen, biochemical, luminescence, uHTS. hit rate 0.24% among 330,000. muIAP, CDP-Star luminescence, 30 min; hits give high values; 1 = vehicle-only enzyme signal, 0 = enzyme-free wells. activation factor at 10 µM;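 active = activation factor of at least 2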; note: the source names both 10 and 20 µM as test concentration; values of inactives mirror those of a sister screen read the other way
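Assay system: mouse IAP enzyme; Reagent: CDP-Star chemiluminescent phosphatase substrate; Compound: DMSO-dissolved test compounds; Incubation: 30 min, room temperature; Technique: luminescence from enzymatic CDP-Star hydrolysis; Controls: DMSO-only wells and no-enzyme negative control.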
mIAP block: inhibitors of mouse IAP, primary screen, biochemical, luminescence, uHTS; hit rate 0.2% among 330,000; inhibition, % at 10 µM; AID 2806, 2010; purified mouse IAP, CDP-Star luminescence, 30 min; intestinal alkaline phosphatase [Mus musculus];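 active = inhibition of at least 40% at 10 µM in the primary screen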;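 note: plate controls were DMSO with enzyme for no effect and no enzyme wells for full effect; values of inactives mirror those of a sister screen read the other way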
NALP3 yeast inh: NALP3 inflammasome inhibitors in reconstituted yeast, primary screen, luminescence, uHTS. Yeast reconstituted NLRP3/ASC/caspase-1, beta-gal luminescence, 24 h. inhibition, % at 10 µM. hit rate 0.39% among 330,000;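 active = inhibition of 50% or more; inactive = inhibition below 50%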;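 note: plate controls were induced DMSO wells for no effect and uninduced yeast grown without galactose for full effect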
APOBEC3G inh: APOBEC3G DNA deaminase inhibitors, primary screen, biochemical, fluorescence, single-stranded DNA substrate, uHTS | DNA dC->dU-editing enzyme APOBEC-3G (Homo sapiens), Q9HC16 | recombinant A3G, ssDNA deamination FAM/TAMRA fluorescence | inhibition, % at 20 µM | hit rate 0.28% among 330,000 | AID 493012, 2011;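 active = inhibition of at least 40% at 20 µM, with no more than 30% in the related APOBEC3A deaminase screen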;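 note: plate controls were DMSO wells with A3G for no effect and wells lacking A3G enzyme for full effect; some compounds called inactive have numbers as strong as hits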
hIAP inh: human IAP inhibitors, primary screen, biochemical, luminescence, uHTS; inhibition, % at 10 µM; hit rate 0.12% among 330,000; Intestinal-type alkaline phosphatase (Homo sapiens), P09923; purified IAP, CDP-Star luminescence, 30 min; AID 2544, 2010;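 active = inhibition reaching a set limit with compound at 10 µM in the primary screen, cut at about 35% in these data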;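 note: plate controls were DMSO wells with enzyme for no effect and no-enzyme buffer wells for full effect; values of inactives mirror those of a sister screen read the other way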
A3A deaminase: APOBEC3A ssDNA deaminase inhibitors, primary screen, selectivity assay for APOBEC3G inhibitor project, biochemical, FAM/TAMRA oligo cleavage fluorescence; DNA dC->dU-editing enzyme APOBEC-3A (Homo sapiens), P31941; AID 493011, 2011; recombinant A3A, FAM/TAMRA ssDNA deamination fluorescence; inhibition, % at 20 µM; hit rate 0.41% among 330,000;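 active = at least 40% inhibition at 20 µM here, with at most 30% in a related deaminase screen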;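 note: plate controls were A3A with DMSO for no effect and wells lacking A3A enzyme for full effect; some results filed as inactive read as strong as hits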
Target sequence (P31941 whole entry, looked up): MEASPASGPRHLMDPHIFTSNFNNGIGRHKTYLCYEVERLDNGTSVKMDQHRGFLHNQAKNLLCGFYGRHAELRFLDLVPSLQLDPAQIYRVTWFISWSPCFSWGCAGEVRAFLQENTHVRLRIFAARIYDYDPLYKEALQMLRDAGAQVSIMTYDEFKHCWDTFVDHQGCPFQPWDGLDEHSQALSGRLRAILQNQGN
SENP1 inh: human SENP1 catalytic domain inhibitors, primary screen, biochemical, FRET, uHTS; recombinant SENP1 catalytic domain, CyPet-SUMO1-YPet FRET cleavage; inhibition, % at 10 µM; hit rate 0.21% among 360,000; AID 624204, 2012;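 active = inhibition at least 30% at 10 µM, raw YFP signal under a set limit, fluorescence ratio 0.5 to 1.5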;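 note: 0% = enzyme with DMSO and 100% = no enzyme wells; some results filed as inactive read as strong as hits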
Target sequence (Q9P0U3 419-644 limits assumed): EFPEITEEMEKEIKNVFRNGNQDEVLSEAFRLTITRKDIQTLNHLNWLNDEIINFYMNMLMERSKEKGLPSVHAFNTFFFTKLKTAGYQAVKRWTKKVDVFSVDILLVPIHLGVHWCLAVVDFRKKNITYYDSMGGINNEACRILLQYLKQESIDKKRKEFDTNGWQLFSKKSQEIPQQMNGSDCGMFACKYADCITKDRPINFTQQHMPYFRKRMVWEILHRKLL
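Test system: recombinant human SENP1 catalytic domain, His6-tagged / Medium: pH 8 Tris buffer with EDTA, NaCl, BME, BSA, NP40, catalase / Also added: SUMO1 FRET substrate flanked by Cypet and Ypet, 25 nM / Times: 50 min reaction at room temperature / Signal: FRET, CFP and YFP emission / Control set: no-enzyme low control and enzyme-plus-DMSO high control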
* hit, by the source's call; . = no result given. A portion of the library; rates above refer to the full screens.

| no. | mol | hIAP activ | MIN6 prolif | mIAP activ | mIAP block | NALP3 yeast inh | APOBEC3G inh | hIAP inh | A3A deaminase | SENP1 inh |
| --- | --- | --- | --- | --- | --- | --- | --- | --- | --- | --- |
| 1 | Oc1ccc(NCc2cccc(OCc3ccc(F)cc3)c2)cc1 | 0.953 | -5.4 | 0.882 | 11.8 | 21.0 | -2.5 | 4.7 | -3.9 | 0.5 |
| 2 | Nc1ncc(Br)cc1S(=O)(=O)NCCC(=O)N1CCN(c2ccccn2)CC1 | 0.841 | 1.4 | 1 | 0.0 | 5.0 | -2.6 | 15.9 | -3.7 | 3.1 |
| 3 | CN(C(=S)NC(=O)/C=C/c1ccc(F)cc1)C1CCCCC1 | 0.964 | -1.0 | 0.959 | 4.1 | -3.6 | -6.0 | 3.6 | -4.3 | 3.4 |
| 4 | COc1cccc(/C=C2\SC(=S)N(C(C(=O)O)c3ccccc3)C2=O)c1OC (stereo not given) | 0.983 | -2.8 | 0.935 | 6.5 | 11.0 | -1.8 | 1.7 | -6.1 | 6.8 |
| 5 | CCc1noc(C)c1C(=O)Nc1ccc(C(F)(F)F)cc1 | 0.91 | -1.2 | 0.995 | 0.5 | 50.1* | -4.4 | 9.0 | -0.3 | 0.6 |
| 6 | Cn1nc(OC(=O)Nc2ccccc2)cc1C(F)(F)F | 1.34 | -3.8 | 1.14 | -13.7 | 7.4 | -7.8 | -33.9 | -8.0 | . |
| 7 | CN(Cc1ccco1)C(=O)C1CCC(=O)N(CCc2cccc(F)c2)C1 (stereo not given) | 0.823 | -1.4 | 0.98 | 2.0 | 14.5 | 17.5 | 17.7 | -5.5 | -0.8 |
| 8 | CCOC(=O)CSc1nc(N)nc(C)c1Cl | 1.06 | 1.1 | 0.985 | 1.5 | -6.7 | -4.9 | -5.6 | -1.3 | 1.2 |

Sorted by value in mIAP block (largest number first): 6 of the compounds above
no.	Structure	mIAP block
1	Oc1ccc(NCc2cccc(OCc3ccc(F)cc3)c2)cc1	11.8
4	COc1cccc(/C=C2\SC(=S)N(C(C(=O)O)c3ccccc3)C2=O)c1OC (stereo not given)	6.5
3	CN(C(=S)NC(=O)/C=C/c1ccc(F)cc1)C1CCCCC1	4.1
7	CN(Cc1ccco1)C(=O)C1CCC(=O)N(CCc2cccc(F)c2)C1 (stereo not given)	2.0
8	CCOC(=O)CSc1nc(N)nc(C)c1Cl	1.5
5	CCc1noc(C)c1C(=O)Nc1ccc(C(F)(F)F)cc1	0.5

Exported with two lines to a compound: part of the list above.
Value order: hIAP activ, MIN6 prolif, mIAP activ, mIAP block, NALP3 yeast inh, APOBEC3G inh, hIAP inh, A3A deaminase, SENP1 inh
8: CCOC(=O)CSc1nc(N)nc(C)c1Cl
    1.06, 1.1, 0.985, 1.5, -6.7, -4.9, -5.6, -1.3, 1.2
2: Nc1ncc(Br)cc1S(=O)(=O)NCCC(=O)N1CCN(c2ccccn2)CC1
    0.841, 1.4, 1, 0.0, 5.0, -2.6, 15.9, -3.7, 3.1

(further entries)
| no. | mol | hIAP activ | MIN6 prolif | mIAP activ | mIAP block | NALP3 yeast inh | APOBEC3G inh | hIAP inh | A3A deaminase | SENP1 inh |
| --- | --- | --- | --- | --- | --- | --- | --- | --- | --- | --- |
| 9 | CSc1ccccc1NC(=O)Cn1c([N+](=O)[O-])cnc1C | 1.04 | 1.2 | 1.09 | -9.4 | 11.4 | 1.7 | -3.9 | 1.3 | -0.4 |
| 10 | CC(C)C[C@H](NC(=O)[C@@H]1O[C@H]1C(=O)O)C(=O)NCCCCN=C(N)N | 0.854 | -2.4 | 1.05 | -5.2 | 20.7 | -4.5 | 14.6 | 1.8 | 1.7 |
| 11 | COc1cc(Cl)c(C)cc1NC(=O)CSc1ccccc1 | 1.06 | 0.4 | 1.03 | -3.4 | 30.8 | -7.8 | -6.3 | -0.5 | 1.7 |
| 12 | O=C(NCCCN1CCOCC1)c1ccc2nc(Cc3cccc(Cl)c3)oc2c1 | 0.98 | -1.9 | 1.01 | -0.6 | -1.7 | -4.8 | 2.0 | -0.1 | -0.9 |
| 13 | CC(=O)N1CCN(Cc2nc3cc(Cl)ccc3c(=O)[nH]2)CC1 | 0.982 | 3.5 | 1.1 | -10.0 | 7.9 | -6.3 | 1.8 | -4.1 | -28.8 |
| 14 | Cc1nc2sc(C(c3cccc(F)c3)N3CCCC(C)C3)c(O)n2n1 (stereo not given) | 1.37 | -2.5 | 1.08 | -8.1 | 8.2 | -6.5 | -37.0 | -2.9 | 4.4 |
| 15 | CCOC(=O)N1CCN(C(=O)C(NC(=O)c2ccc(CC)cc2)C(C)C)CC1 (stereo not given) | 1.09 | -2.1 | 0.967 | 3.3 | -1.0 | -5.4 | -9.0 | -0.7 | 3.3 |
| 16 | Cc1cccnc1NC(=O)CCNC(=O)c1ccccc1Cl | 1.13 | -1.6 | 0.98 | 2.0 | 1.5 | -5.7 | -13.1 | 0.2 | -0.8 |

Further results.
| no. | mol | hIAP activ | MIN6 prolif | mIAP activ | mIAP block | NALP3 yeast inh | APOBEC3G inh | hIAP inh | A3A deaminase | SENP1 inh |
| --- | --- | --- | --- | --- | --- | --- | --- | --- | --- | --- |
| 17 | Cc1ccc(SCC(=O)Nc2ccc(N3CCOCC3)cc2)c(C)c1 | 0.98 | -0.3 | 1.06 | -6.1 | 25.9 | -1.9 | 2.0 | -0.5 | 3.2 |
| 18 | Cn1cc([N+](=O)[O-])c(C(=O)N(Cc2ccccc2)Cc2ccccc2)n1 | 0.953 | -1.2 | 1 | -0.2 | 9.2 | -1.1 | 4.7 | 4.4 | -3.0 |
| 19 | O=C(O)COc1ccc(/C=C/c2ccc3cccc([N+](=O)[O-])c3n2)cc1 | 1.06 | -4.1 | 0.946 | 5.4 | -1.8 | -2.8 | -5.9 | 2.8 | 6.1 |
| 20 | CCOC(=O)c1c(C)[nH]c(C(=O)COC(=O)CSC)c1C | 1.16 | -1.4 | 1.07 | -7.2 | 13.3 | -0.7 | -15.8 | -2.2 | -0.4 |
| 21 | COc1ccc(OC)c(NC(=O)C23CCC(C)(C(=O)C2)C3(C)C)c1 (stereo not given) | 0.709 | -2.6 | 0.922 | 7.8 | -1.9 | -6.9 | 29.1 | -0.8 | 3.4 |
| 22 | COc1cccc(C2N(Cc3ccccc3)C(=O)C2(F)F)c1OC (stereo not given) | 0.983 | -3.5 | 0.987 | 1.3 | 17.6 | -9.5 | 1.7 | -6.1 | 5.4 |
| 23 | COc1ccccc1C1=NOC(C)(c2sc(-c3ccc(Cl)cc3)nc2C)C1 (stereo not given) | 0.887 | -7.9 | 0.948 | 5.2 | 19.6 | -5.0 | 11.3 | -0.6 | 2.0 |
| 24 | CCn1cc(/C=C(\NC(=O)c2ccc(C)cc2)C(=O)NCCN2CCOCC2)c2ccccc21 | 1.16 | -0.4 | 0.955 | 4.5 | 10.5 | -0.2 | -15.7 | -1.8 | -35.7 |

Sorted by SMILES length (ascending): some entries from above.
| no. | mol | hIAP activ | MIN6 prolif | mIAP activ | mIAP block | NALP3 yeast inh | APOBEC3G inh | hIAP inh | A3A deaminase | SENP1 inh |
| --- | --- | --- | --- | --- | --- | --- | --- | --- | --- | --- |
| 22 | COc1cccc(C2N(Cc3ccccc3)C(=O)C2(F)F)c1OC (stereo not given) | 0.983 | -3.5 | 0.987 | 1.3 | 17.6 | -9.5 | 1.7 | -6.1 | 5.4 |
| 17 | Cc1ccc(SCC(=O)Nc2ccc(N3CCOCC3)cc2)c(C)c1 | 0.98 | -0.3 | 1.06 | -6.1 | 25.9 | -1.9 | 2.0 | -0.5 | 3.2 |
| 21 | COc1ccc(OC)c(NC(=O)C23CCC(C)(C(=O)C2)C3(C)C)c1 (stereo not given) | 0.709 | -2.6 | 0.922 | 7.8 | -1.9 | -6.9 | 29.1 | -0.8 | 3.4 |
| 19 | O=C(O)COc1ccc(/C=C/c2ccc3cccc([N+](=O)[O-])c3n2)cc1 | 1.06 | -4.1 | 0.946 | 5.4 | -1.8 | -2.8 | -5.9 | 2.8 | 6.1 |

New compounds follow
| no. | mol | hIAP activ | MIN6 prolif | mIAP activ | mIAP block | NALP3 yeast inh | APOBEC3G inh | hIAP inh | A3A deaminase | SENP1 inh |
| --- | --- | --- | --- | --- | --- | --- | --- | --- | --- | --- |
| 25 | COc1ccc(/C(O)=C2\C(=O)C(=O)N(CCN(C)C)C2c2cccc(OC)c2OC)cc1 (stereo not given) | 0.928 | -0.1 | 0.998 | 0.2 | -2.3 | -6.5 | 7.2 | -2.6 | 0.7 |
| 26 | O=C(CC(O)(c1ccccc1)C(F)(F)C(F)F)c1cccs1 (stereo not given) | 0.818 | 0.1 | 0.896 | 10.4 | 3.8 | -5.7 | 18.2 | -2.6 | -1.9 |
| 27 | CCOc1ccc(S(=O)(=O)n2ccnc2C)cc1 | 1.11 | -1.9 | 0.957 | 4.3 | 9.5 | -4.5 | -11.0 | -4.2 | . |
| 28 | Cc1ccc(C(=O)NC(C(=O)Nc2ccccc2)c2ccccc2)cc1 (stereo not given) | 0.894 | -3.7 | 1.13 | -12.7 | 11.2 | 9.0 | 10.6 | 1.5 | 0.9 |
